FN deposit inh: inhibitors of fibronectin matrix deposition, primary screen, AH1F cells, Alexa488-fibronectin fluorescence, plate reader. AH1F fibroblasts, overnight. inhibition, % at 12.6 µM. 350,000 tested, 0.086% active;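 active = mean inhibition across replicates of 30% or more, regardless of how many single replicates reach that level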;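 also: positive control wells lacked labelled fibronectin entirely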
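Test system: AH1F fibroblast monolayer depositing Alexa488-labelled fibronectin into matrix. Input: 10000 cells per well. Technique: fluorescence, ex 485 nm, em 525 nm. Buffer or medium: DMEM plus 2% serum, read in PBS. Timing: 1 h cell adhesion before compound, then overnight fibronectin incubation. Compound: single dose, pinned. Read-out basis: inhibition from reduced deposited-fibronectin fluorescence.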
PGC1a acetyl inh: inhibitors of PGC1a acetylation signal, primary screen, cell-based, U2OS, AlphaScreen, inhibitor mode; AlphaScreen anti-acetyl-lysine; with virally co-expressed GCN5 acetyltransferase; 350,000 tested, 0.17% active; inhibition, % at 15.6 µM;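 active = every replicate shows inhibition of at least 40%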;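 also: 0% = neutral control wells and 100% = positive control wells; some results beyond the cut were filed as inactive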
EWS-Fli inh: EWS/Fli-driven NR0B1 reporter inhibitors, primary screen, A673 cells, NR0B1 luciferase, luminescence, MLPCN library | inhibition, % at 12.6 µM | 350,000 tested, 0.67% active | viability-normalised;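 active = mean inhibition of at least 50% after viability correction, with every replicate also passing that limit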;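 also: firefly luciferase signal divided by Alamar Blue viability fluorescence both relative to DMSO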
S100A4 inh HTS: inhibitors of S100A4-myosin IIA peptide binding, primary screen, biochemical, fluorescence polarization, TAMRA-MyoIIA peptide | Protein S100-A4 (Homo sapiens), P26447 | AID 652163, 2013 | inhibition, % at 10.7 µM | 360,000 tested, 0.14% active;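 active = mean inhibition of at least 70% across replicates, with every replicate also reaching that level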
Target sequence (P26447 whole entry, looked up): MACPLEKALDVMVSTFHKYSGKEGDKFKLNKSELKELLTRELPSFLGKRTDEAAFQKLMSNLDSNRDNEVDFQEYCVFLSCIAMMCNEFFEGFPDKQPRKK
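System – human S100A4 monomer protein, biochemical binding assay · Buffer or medium – Calcium-containing HEPES buffer, pH 7.2 · Timing – 5 min between mix addition and reading · Also added – TAMRA-labelled myosin IIA heavy-chain peptide probe, 5 nM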
ERAP1 HTS inh: human ERAP1 aminopeptidase inhibitors, primary screen, biochemical, single point, plate reader; Endoplasmic reticulum aminopeptidase 1 (Homo sapiens), Q9NZ08; recombinant ERAP1, Leu-AMC fluorescence, 60 min; inhibition, % at 10.7 µM; 340,000 tested, 0.15% active;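 active = mean replicate inhibition of at least 30%, or all replicates individually reaching that 30% level; inactive = mean below 30% and not every replicate reaching it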;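 also: 0% = neutral control wells and 100% = L-leucinethiol positive control wells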
Target sequence (Q9NZ08 whole entry, looked up): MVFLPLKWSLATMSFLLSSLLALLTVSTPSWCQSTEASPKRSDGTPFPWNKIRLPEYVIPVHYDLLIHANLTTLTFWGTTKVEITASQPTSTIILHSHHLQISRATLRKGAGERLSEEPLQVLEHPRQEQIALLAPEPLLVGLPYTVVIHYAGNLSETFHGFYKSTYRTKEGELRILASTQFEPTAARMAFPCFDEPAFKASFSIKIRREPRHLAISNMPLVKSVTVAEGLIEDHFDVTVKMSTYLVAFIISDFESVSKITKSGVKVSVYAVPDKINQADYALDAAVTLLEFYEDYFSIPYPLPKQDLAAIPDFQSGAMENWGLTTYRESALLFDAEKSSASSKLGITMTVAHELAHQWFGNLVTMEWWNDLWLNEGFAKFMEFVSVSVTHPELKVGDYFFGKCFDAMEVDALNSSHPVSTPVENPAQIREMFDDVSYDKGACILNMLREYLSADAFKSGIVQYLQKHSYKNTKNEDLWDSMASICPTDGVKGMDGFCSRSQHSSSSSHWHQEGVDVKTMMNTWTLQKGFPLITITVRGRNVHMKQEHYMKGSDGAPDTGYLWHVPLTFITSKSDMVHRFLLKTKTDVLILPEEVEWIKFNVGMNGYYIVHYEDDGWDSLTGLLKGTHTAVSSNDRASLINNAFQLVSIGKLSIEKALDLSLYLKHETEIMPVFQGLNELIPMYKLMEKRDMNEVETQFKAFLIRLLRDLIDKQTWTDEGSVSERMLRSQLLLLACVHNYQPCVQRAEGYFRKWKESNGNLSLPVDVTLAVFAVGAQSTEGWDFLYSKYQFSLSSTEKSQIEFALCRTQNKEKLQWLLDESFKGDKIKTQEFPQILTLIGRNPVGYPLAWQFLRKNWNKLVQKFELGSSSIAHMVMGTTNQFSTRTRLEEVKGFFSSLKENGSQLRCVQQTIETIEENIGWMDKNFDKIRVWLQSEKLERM
PAX8 inh HTS: inhibitors of PAX8-driven TPO luciferase reporter, primary screen, RMG-I cells, single concentration; 360,000 tested, 1.2% active; inhibition, % at 12.6 µM; SteadyGlo, 24 h;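 active = mean replicate inhibition at least 60% with every replicate also reaching 60%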;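 also: luciferase light reporting Pax8 driven TPO promoter activity; plate controls were median of neutral control wells for no effect and mitoxantrone controls for full effect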
LGR2 inh: inhibitors of bursicon-induced LGR2 CRE-luciferase signal, primary screen, cell-based, HEK293, CRE-luciferase reporter, bursicon stimulation; bursicon-stimulated, 4 h; 380,000 tested, 0.35% active; AID 720647, 2013; inhibition, % at 9.99 µM; Drosophila bursicon receptor LGR2 (rickets);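 active = drop in luminescence signal, shown as inhibition above about 50% in the replicate tests, limit read from the data, passing the limit was not always enough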;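 also: agonist challenge used bursicon conditioned medium at about half maximal strength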
PglD inh: C. jejuni PglD acetyltransferase inhibitors, primary screen, biochemical, DTNB colorimetric, single point; UDP-N-acetylbacillosamine N-acetyltransferase PglD (Campylobacter jejuni); 360,000 tested, 0.098% active; inhibition, % at 12.5 µM; purified PglD enzyme, DTNB colorimetric CoA detection; in the data active = inhibition above about 16%, passing the limit was not always enough; also: strong numbers were not always called active
* = called active by the depositor; / = not tested or not shown; & = joins results of further samples.

SMILES | FN deposit inh | PGC1a acetyl inh | EWS-Fli inh | S100A4 inh HTS | ERAP1 HTS inh | PAX8 inh HTS | LGR2 inh | PglD inh
COc1ccc(/C=C(\C#N)C(=O)c2cccn2C)cc1 | 5 | 3 | -5 | -4 | 2 | -1 | 8 | -6
Cn1ncc([N+](=O)[O-])c1C(=O)Nc1ccccc1Cl | -1 | -5 | -5 | 1 | 2 | -4 | 4 | -2
COc1cccc(CCC(=O)Nc2cccc(S(=O)(=O)N3CCCC3)c2)c1OC | -7 | -10 | 6 | -4 | 0 | 5 | -1 | 5
C[C@H]1CN([C@@H](C)CO)C(=O)c2cc(/C=C/c3ccccc3)cnc2O[C@H]1CN(C)S(=O)(=O)c1ccccc1F | -8 | -3&-4 | 9&11 | 5&-13 | 0&1 | 24 | 5 | 1&7
COc1ccc(-c2csc(N3N=C(C)C(C)C3=O)n2)cc1 (stereo unspecified) | -6 | 4 | -22 | -4 | 4 | -69 | -17 | /
CCCCCCC(NC(=O)c1ccc(C)cc1)C(=O)O (stereo unspecified) | -4 | -11 | -7 | -6 | -1 | -6 | -12 | 1
CO[C@@H]1CN(C)C(=O)c2ccc(NC(=O)Nc3cccc(F)c3)cc2OC[C@H](C)N(C(C)=O)C[C@@H]1C | 2 | -11 | 0 | -8 | / | / | -1 | 5
O=C1c2ccccc2C(=O)N1CC(=O)N1c2ccccc2Sc2ccc(C(F)(F)F)cc21 | 1 | 13 | -9 | 0 | 1 | -35 | -9 | 0
Cc1cc(C(=O)Nc2nnc(C(F)(F)F)s2)cs1 | 5 | 5 | -102 | 0 | 0 | -59 | -12 | 10
O=C(CN(c1ccc2c(c1)OCCO2)S(=O)(=O)c1ccccc1)N1CCN(Cc2ccccc2)CC1 | 2 | / | -19 | 0 | 4 | -3 | 20 | -5
CCOC(=O)C1CCCN(C(=O)Cn2ncc3c([nH]c4ccccc43)c2=O)C1 (stereo unspecified) | -5 | -5 | 11 | -1 | -2 | 6 | 9 | -1
COc1cc(C(=O)Oc2cccc(/C=N/NC(=O)c3cccnc3)c2)cc(OC)c1OC | -5 | -15 | -29 | -8 | -4 | 6 | 7 | -1
COc1cccc(NC(=O)N[C@H]2C=C[C@@H](CC(=O)Nc3ccc(-c4ccccc4)cc3)O[C@H]2CO)c1 | 10 | 6 | / | 3 | -3 | / | -6 | -1
CCN(C(=O)COC(=O)c1ccccc1Cc1ccccc1)C1CCS(=O)(=O)C1 (stereo unspecified) | 6 | / | 3 | -3 | 0 | / | -8 | /
CC1(C)CC2CC(C)(CN2C(=O)c2ccc([N+](=O)[O-])cc2[N+](=O)[O-])C1 (stereo unspecified) | 5 | / | 9 | 1 | -2 | 16 | 26 | /
COCCCn1c(=O)c2sccc2n2c(CCCC(=O)N3CCN(c4ccccn4)CC3)nnc12 | -4 | 3 | -3 | -5 | 2 | -5 | -14 | 7
COc1cc(C(=O)O)c([N+](=O)[O-])c(OC)c1OC | -6 | / | -3 | -1 | -1 | 11 | / | -7
CC(C)CCNC(=S)Nc1ccccn1 | -7 | -4 | / | / | / | 1 | -1 | 11
Oc1c(Br)cc(Br)cc1C=Nc1cccc2ncccc12 | -5 | 6 | -18 | 29 | -1 | 23 | 8 | -2
Cc1sc2nc(CSCC(=O)NC3(C#N)CCCCC3)[nH]c(=O)c2c1C | 2 | -3 | 10 | -2 | 2 | 0 | -14 | -1
CCOC(=O)c1nnn(CC(=O)NC(=O)Nc2ccc(F)cc2)c1C(=O)OCC | -14 | 4 | 7 | 3 | 1 | 3 | -3 | /
CC(=O)c1ccc(NC(=O)c2ccc([N+](=O)[O-])o2)cc1 | 8 | -101 | 3 | 2 | -1 | 25 | -9 | -5
CCc1noc(C)c1C(=O)OC(C)C(=O)Nc1ccc2c(c1)OCO2 (stereo unspecified) | 9 | 1 | -17 | -3 | 1 | -18 | 17 | 2
O=C(CCl)NC(Cc1c[nH]c2ccc(OCc3ccccc3)cc12)C(=O)O (stereo unspecified) | 2 | / | 9 | 1 | -2 | 18 | 12 | /
CC1=NN(c2ccccc2)C(=O)C1C(=O)C(=O)Nc1ccc(F)cc1 (stereo unspecified) | 1 | / | -73 | -8 | 6 | -87 | -10 | /
(list continues)
SMILES | FN deposit inh | PGC1a acetyl inh | EWS-Fli inh | S100A4 inh HTS | ERAP1 HTS inh | PAX8 inh HTS | LGR2 inh | PglD inh
CN(Cc1ccc2nsnc2c1)Cc1nc(Cc2cccc(F)c2)no1 | -4 | 2 | -2 | -1 | 0 | -8 | 6 | /
CC(C)Oc1ccccc1OCCCCn1cnc2ccccc2c1=O | 8 | / | -3 | 2 | 5 | 11 | -7 | /
Cc1ccccc1S(=O)(=O)NCC[C@H]1CC[C@@H](NC(=O)Nc2cccc(Cl)c2)[C@@H](CO)O1 | 2 | -5 | 6 | 3 | -1 | 13 | 9 | 13
CC(C)C(=O)Nc1ccc2c(c1)C(=O)N(C)[C@@H]1CC[C@@H](CC(=O)NC3CCCC3)O[C@H]1CO2 | -20 | 0 | -13 | 2 | 2 | -7 | 5 | -2
CCOC(=O)c1c(NC(=S)Nc2ccc(OCC)cc2)sc2c1CCN(C)C2 | 2 | 10 | 3 | 0 | / | -5 | -15 | -7
Cc1cccc(N(C(=O)CNC(=O)c2ccco2)C(C(=O)NCC2CCCO2)c2ccccc2)c1 (stereo unspecified) | 1 | -3 | 7 | -9 | -6 | -12 | 7 | /
O=C(N/N=C/c1ccc(O)cc1O)NC12CC3CC(CC(C3)C1)C2 | 6 | 10 | 18 | -2 | 0 | 0 | -25 | -2
COc1ccc(NS(=O)(=O)c2cccc(NC(=O)CNC(C)=O)c2)cc1 | -5 | -8 | -7 | 52 | 1 | -9 | 1 | -1
Cc1noc(C)c1NC(=O)N[C@@H]1CC[C@H](CC(=O)N2CCCCC2)O[C@@H]1CO | / | -5 | -8 | -2 | -1 | -15 | 6 | 0
Cc1ccccc1-c1ccc([C@H]2[C@H](CO)N3CCCCN(S(=O)(=O)c4cn(C)cn4)C[C@@H]23)cc1 | / | -14 | / | 8 | 0 | -9 | 11 | -5
O=C(OCc1ccc(Br)cc1)c1ccncc1 | 6 | 7 | -12 | 1 | 7 | -6 | 7 | -3
COc1c(C=NNC(N)=O)c(OC)c(OC)c2c1CCO2 | -4 | -2 | 7 | -4 | -1 | 3 | -5 | -3
Oc1ccc(CN2CCN(Cc3ccccc3)CC2)c2cccnc12 | 12 | 0 | / | / | / | -2 | / | -7
CC(C)C12NC(=O)NC(=O)N1CCS2 (stereo unspecified) | 3 | / | 0 | 2 | -1 | -4 | -17 | /
CN(C)NC(=S)Nc1cccc(Cl)c1 | -5 | 8 | 3 | 5 | 1 | 4 | -5 | -1
COc1ccc2nc(NC3=NCCC3)sc2c1 | -8 | -38 | / | / | / | -86 | / | -1
C[C@@H]1CCCCO[C@@H](CN(C)Cc2ccc(Cl)c(Cl)c2)[C@H](C)CN([C@@H](C)CO)C(=O)c2cc(NC(=O)C3CCCCC3)ccc2O1 | / | -41 | 5 | 6 | -3 | / | 7 | 5
COC(=O)c1ccc2[nH]c(C(C)(C)O)c(C)c2c1 | -12 | 0 | -2 | -3 | 4 | -86 | -38 | 3
COc1ccccc1N1CCN(C(=O)c2ccc3ncsc3c2)CC1 | 0 | -1 | 46 | -2 | 12 | 13 | -14 | /
O=C(O)CCC1(c2ccccc2)NC(=O)NC1=O (stereo unspecified) | -7 | / | 4 | -1 | -1 | -3 | 27 | /
C[C@H]1CN([C@@H](C)CO)C(=O)Cc2cc(NC(=O)c3ccncc3)ccc2O[C@H]1CN(C)S(=O)(=O)c1ccc(Cl)cc1 | / | 2 | 4 | / | / | -4 | -7 | -1
C[C@@H]1CN([C@@H](C)CO)C(=O)c2cc(NC(=O)C3CC3)ccc2O[C@H]1CN(C)S(=O)(=O)c1ccc(F)cc1 | / | -6 | 7 | 0 | 2 | -5 | -2 | 6
COc1ccc(S(=O)(=O)N(C)C[C@@H]2Oc3ccc(NC(=O)CCN4CCOCC4)cc3C(=O)N([C@@H](C)CO)C[C@@H]2C)cc1 | / | 1 | -4 | -3 | 0 | / | -4 | 1
CO[C@@H]1CN(C)C(=O)c2cc(NC(=O)Nc3cccc(Cl)c3)ccc2OC[C@@H](C)N(C)C[C@@H]1C | 8 | 8 | 10 | -13 | 0 | / | -4 | 3
C[C@H]1CN([C@@H](C)CO)C(=O)c2cccc(NS(=O)(=O)c3cccs3)c2O[C@@H]1CN(C)Cc1ccc(C(F)(F)F)cc1 | / | 0 | 3 | -3 | 0 | -6 | -9 | 2

Three entries from above, with values under each structure:
Values run as follows: FN deposit inh, PGC1a acetyl inh, EWS-Fli inh, S100A4 inh HTS, ERAP1 HTS inh, PAX8 inh HTS, LGR2 inh, PglD inh
> COc1ccc2nc(NC3=NCCC3)sc2c1
  -8, -38, /, /, /, -86, /, -1
> Cc1ccccc1-c1ccc([C@H]2[C@H](CO)N3CCCCN(S(=O)(=O)c4cn(C)cn4)C[C@@H]23)cc1
  /, -14, /, 8, 0, -9, 11, -5
> COc1c(C=NNC(N)=O)c(OC)c(OC)c2c1CCO2
  -4, -2, 7, -4, -1, 3, -5, -3

Carrying on.
SMILES | FN deposit inh | PGC1a acetyl inh | EWS-Fli inh | S100A4 inh HTS | ERAP1 HTS inh | PAX8 inh HTS | LGR2 inh | PglD inh
O=S(=O)(c1ccc(F)cc1)N1CCCCN2[C@H](CO)[C@H](c3ccc(-c4cncnc4)cc3)[C@@H]2C1 | -6 | 0 | 4 | -3 | 0 | -19 | 18 | 0
C[C@@H]1CN([C@@H](C)CO)C(=O)c2cccc(NC(=O)C3CCOCC3)c2O[C@H]1CN(C)C(=O)Nc1ccc(C(F)(F)F)cc1 | -2 | 12 | -5 | -12 | 6 | -7 | 15 | 1
Cc1nn(CC(=O)N(C)C2CCS(=O)(=O)C2)c(C)c1S(=O)(=O)N(C)C (stereo unspecified) | 6 | / | -2 | 1 | -2 | -8 | 4 | 6
O=C(C[C@H]1CC[C@H](NC(=O)C2CCOCC2)[C@H](CO)O1)Nc1nccs1 | -11 | 0 | 1 | 2 | -1 | -3 | 1 | 2
C[C@H]1CN([C@@H](C)CO)C(=O)c2cc(C#Cc3ccccc3F)cnc2O[C@@H]1CN(C)C(=O)C1CCC1 | / | -5 | -18 | 1 | -3 | -2 | -9 | 3
Cc1ccc(NS(=O)(=O)c2ccc3c(c2)oc(=O)n3C)cc1C | 5 | -12 | 6 | -1 | -4 | 22 | -7 | -1
COC(=O)[C@H](CCSC)NC(=O)c1cccnc1SC | -5 | / | 5 | 2 | 0 | -1 | -4 | /
Cn1c(SCC(=O)NC2CC2)nnc1-c1ccc(Cl)cc1 | 2 | -5 | 5 | -2 | -1 | -6 | -9 | 0
COc1ccc(C/C(N)=N/OC(=O)c2cccs2)cc1 | 0 | 1 | -7 | 0 | -3 | -3 | -21 | /
Cc1onc(-c2ccccc2Cl)c1C(=O)OCC(=O)Nc1cccc(S(=O)(=O)N(C)C)c1 | -2 | -13 | 9 | 0 | 6 | 21 | 27 | 2
CC(C)CNC(=O)C(=O)Nc1ccc(N(C)C)cc1 | 3 | / | -41 | -2 | 9 | -132 | -28 | /
COc1ccc(-c2cn(/N=C/c3ccc(Cl)cc3Cl)c(N)n2)cc1 | -23 | -5 | / | 0 | -2 | / | 2 | -5

High-throughput results as filed in PubChem.
